Bioassay records as filed in PubChem.
hIAP activ: human IAP activation | P09923 | purified human IAP, CDP-Star luminescence, 30 min; hits give high values; 1 = vehicle-only enzyme, 0 = enzyme-free background | activation factor at 10 µM | 330,000 tested, 0.16% active | AID 2524;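 active means activation factor of the enzyme at least 2-fold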; further: the source names both 10 and 20 µM as test concentration; values of inactives mirror those of a sister screen read the other way
Target sequence (P09923 whole entry, looked up): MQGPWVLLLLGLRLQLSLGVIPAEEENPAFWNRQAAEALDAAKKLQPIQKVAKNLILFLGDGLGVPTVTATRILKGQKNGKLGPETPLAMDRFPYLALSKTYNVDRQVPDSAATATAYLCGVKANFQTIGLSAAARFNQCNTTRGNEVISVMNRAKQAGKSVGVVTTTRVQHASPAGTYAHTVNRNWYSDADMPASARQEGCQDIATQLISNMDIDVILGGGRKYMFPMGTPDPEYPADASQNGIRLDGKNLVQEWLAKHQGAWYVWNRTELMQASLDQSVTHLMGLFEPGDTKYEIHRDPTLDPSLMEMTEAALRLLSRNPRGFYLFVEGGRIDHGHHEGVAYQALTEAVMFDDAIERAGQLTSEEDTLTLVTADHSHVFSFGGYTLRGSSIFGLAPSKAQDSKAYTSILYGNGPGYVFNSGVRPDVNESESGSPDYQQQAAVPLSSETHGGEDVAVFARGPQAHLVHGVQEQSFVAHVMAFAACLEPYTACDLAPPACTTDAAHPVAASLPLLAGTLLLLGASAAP
APOBEC3A inh: human APOBEC3A DNA deaminase inhibition | P31941 | recombinant A3A, FAM/TAMRA ssDNA deamination fluorescence | inhibition, % at 20 µM | 330,000 tested, 0.41% active | AID 493011;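 active means at least 40% inhibition at 20 µM here, with at most 30% in a related deaminase screen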;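 further: plate controls were A3A with DMSO for no effect and wells lacking A3A enzyme for full effect; some results filed as inactive read as strong as hits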
Target sequence (P31941 whole entry, looked up): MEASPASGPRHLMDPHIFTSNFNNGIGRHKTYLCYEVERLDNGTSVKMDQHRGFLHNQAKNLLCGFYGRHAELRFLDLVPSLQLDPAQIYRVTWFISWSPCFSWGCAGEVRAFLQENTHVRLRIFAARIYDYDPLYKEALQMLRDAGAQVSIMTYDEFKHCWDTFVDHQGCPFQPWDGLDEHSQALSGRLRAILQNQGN
APOBEC3G inh: blocks human APOBEC3G single-stranded DNA deamination. 330,000 tested, 0.28% active. recombinant A3G, ssDNA deamination FAM/TAMRA fluorescence. inhibition, % at 20 µM. AID 493012. Q9HC16;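 active means inhibition of at least 40% at 20 µM, with no more than 30% in the related APOBEC3A deaminase screen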;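 further: plate controls were DMSO wells with A3G for no effect and wells lacking A3G enzyme for full effect; some compounds called inactive have numbers as strong as hits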
mIAP inh: blocks mouse intestinal alkaline phosphatase; 330,000 tested, 0.2% active; inhibition, % at 10 µM; AID 2806; purified mouse IAP, CDP-Star luminescence, 30 min;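 active means inhibition of at least 40% at 10 µM in the primary screen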;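 further: plate controls were DMSO with enzyme for no effect and no enzyme wells for full effect; values of inactives mirror those of a sister screen read the other way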
mIAP act: mouse IAP activation. muIAP, CDP-Star luminescence, 30 min; hits give high values; 1 = vehicle-only enzyme signal, 0 = enzyme-free wells. activation factor at 10 µM. 330,000 tested, 0.24% active;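 active means activation factor of at least 2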; further: the source names both 10 and 20 µM as test concentration; values of inactives mirror those of a sister screen read the other way
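also added = chemiluminescent substrate CDP-Star | test system = mouse IAP enzyme | signal = chemiluminescence readout | compound = DMSO-dissolved test compounds | incubation = 30 min at room temperature | benchmarks = DMSO wells, no-enzyme wells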
beta cell repl: inducers of beta-cell replication in MIN6 cells | MIN6 cells proliferation, ATPlite luminescence, 48 h; cells starved in 0.2% serum; 100% = growth in 10% serum | proliferation, % at 10 µM | 330,000 tested, 0.29% active | AID 2380;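 active means compounds whose signal lies at least 3.5 SD above the mean of all wells on their plate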;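 further: 0% = DMSO-treated cells in low-serum medium and 100% = 10% serum control; some compounds called inactive have numbers as strong as hits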
NALP3 yeast inh: blocks the NALP3 inflammasome reconstituted in yeast | Yeast reconstituted NLRP3/ASC/caspase-1, beta-gal luminescence, 24 h | inhibition, % at 10 µM | 330,000 tested, 0.39% active;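 active means inhibition of 50% or more; inactive means inhibition below 50%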;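 further: plate controls were induced DMSO wells for no effect and uninduced yeast grown without galactose for full effect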
hIAP inh: human IAP inhibition; 330,000 tested, 0.12% active; purified IAP, CDP-Star luminescence, 30 min; P09923; inhibition, % at 10 µM; AID 2544;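 active means inhibition reaching a set limit with compound at 10 µM in the primary screen, cut at about 35% in these data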;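 further: plate controls were DMSO wells with enzyme for no effect and no-enzyme buffer wells for full effect; values of inactives mirror those of a sister screen read the other way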
SENP1 FRET inh: inhibitors of human SENP1 SUMO protease catalytic domain. 360,000 tested, 0.21% active. Q9P0U3. inhibition, % at 10 µM. recombinant SENP1 catalytic domain, CyPet-SUMO1-YPet FRET cleavage. AID 624204;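 active means inhibition at least 30% at 10 µM, raw YFP signal under a set limit, fluorescence ratio 0.5 to 1.5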;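 further: 0% = enzyme with DMSO and 100% = no enzyme wells; some results filed as inactive read as strong as hits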
Target sequence (Q9P0U3 419-644 limits assumed): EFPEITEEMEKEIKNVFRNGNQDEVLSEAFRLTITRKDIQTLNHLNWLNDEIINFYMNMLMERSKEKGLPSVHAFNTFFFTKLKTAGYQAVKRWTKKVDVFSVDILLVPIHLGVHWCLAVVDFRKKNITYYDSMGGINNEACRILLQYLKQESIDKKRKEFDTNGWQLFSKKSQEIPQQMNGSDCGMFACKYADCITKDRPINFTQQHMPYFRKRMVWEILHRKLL
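System: Recombinant human SENP1 catalytic domain, His6-tagged | Incubation: Enzyme reaction for 50 min at room temperature, dark | Medium: Tris pH 8 with BME, BSA, NP40 and catalase | Also added: 25 nM SUMO1 FRET substrate | Compound: 10 µM single point, 0.5% DMSO | Measured by: FRET fluorescence in CFP and YFP emission channels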
Active calls of the source: *; x = not tested or not shown. Not all compounds are listed (hit frequency here may not be typical).

The line under a structure holds: hIAP activ	APOBEC3A inh	APOBEC3G inh	mIAP inh	mIAP act	beta cell repl	NALP3 yeast inh	hIAP inh	SENP1 FRET inh
CCCCCCn1c(=O)c(C(=O)Nc2nnc(C)s2)c(O)c2ccccc21
    1	-2	-6	12	0.88	-2	22	0	x
CN1C2CCC1CC(OC(=O)c1cc(Cl)cc(Cl)c1)C2 (centres undefined)
    0.98	3	2	-8	1.1	-3	8	2	0
O=c1[nH]c(=S)n(C2CC2)c(O)c1/C=N/Nc1ccccc1
    0.84	-2	32	18	0.81	0	20	16	2
C[C@]12CCC3C(C(=O)C[C@H]4C[C@@H](O)CC[C@]34C)C1CCC2=O (some centres undefined)
    0.92	-4	-6	-2	1	-1	40	8	-1
O=c1cc(C2CCNCC2)[nH][nH]1
    0.91	0	0	5	0.95	-1	11	10	-1
CCC12CN3CCN(CC(C3)/C1=N/NC(N)=O)C2
    0.99	-3	-4	6	0.94	-4	4	1	1
CCN(CC)C(=O)Cn1cc(/C=C2\C(=O)NC(=O)N(c3ccccc3F)C2=O)c2ccccc21
    0.92	-4	-2	-10	1.1	0	-11	8	-2
COc1ccccc1C(=O)C1CCCN(Cc2cnc(C)s2)C1 (centres undefined)
    0.9	4	-4	4	0.96	0	7	10	1
CNCC(O)c1cccc(OC(=O)c2ccccc2C)c1 (centres undefined)
    0.93	-7	-9	10	0.9	0	16	7	3
C/C(=N/O)c1ccc2ccc3ccccc3c2c1
    0.81	2	-1	2	0.98	-1	7	19	1

The line under a structure holds: hIAP activ	APOBEC3A inh	APOBEC3G inh	mIAP inh	mIAP act	beta cell repl	NALP3 yeast inh	hIAP inh	SENP1 FRET inh
CN(C)c1ccc(C2C3C=CC(C3)C2(C#N)C(=O)O)c(Br)c1 (centres undefined)
    1.1	-4	-2	-11	1.1	-2	3	-13	0
C=CCn1c(O)c(C(C)=NCCCN(C)C)c(=O)[nH]c1=O
    1	-3	-7	3	0.97	-2	16	-2	-3
COC(=O)C1=C(c2c(C)noc2C)C[C@@H]2CC[C@H]1N2C(=O)NCc1ccc2c(c1)OCO2
    0.95	-1	-3	-5	1	-1	16	5	3
CN(C)C(=O)Oc1ccc2c(c1)O/C(=C\c1cccc(Cl)c1)C2=O
    0.72	-2	-9	18	0.82	-3	14	28	2
O=C(Cn1cnc2ccccc2c1=O)NCC(=O)N1CCC2(CC1)OCCO2
    0.94	0	-3	-1	1	0	-6	6	-1
Cc1ccc(OP(=O)(NC(C)c2ccccc2)Oc2ccc(C)cc2)cc1 (centres undefined)
    1.1	-1	4	-4	1	-6	7	-12	1
COc1ccccc1NC(=O)COC(=O)c1cc(C)n(C2CC2)c1C
    0.96	-1	0	9	0.91	-4	-3	4	-2
CCN(CC)c1ccc([N+](=O)[O-])c2cccnc12
    0.74	23	-2	13	0.87	2	32	26	-18
COC(=O)C1=C(c2cccc(OCc3ccccc3)c2)C[C@@H]2CC[C@H]1N2C(=O)NC1CCN(Cc2ccccc2)CC1
    0.97	2	-6	-3	1	-7	18	3	1
O=C(NC[P+](=O)O)OCc1ccccc1
    0.93	-5	-6	0	1	-1	3	7	2

The line under a structure holds: hIAP activ	APOBEC3A inh	APOBEC3G inh	mIAP inh	mIAP act	beta cell repl	NALP3 yeast inh	hIAP inh	SENP1 FRET inh
OC1(c2cccnc2)CC2CCC(C1)N2Cc1nnnn1Cc1ccccc1 (centres undefined)
    0.95	-5	-3	-12	1.1	0	5	5	1
CCOc1ccc(NC(=O)C2C3c4ccccc4C(c4ccccc43)C2C(=O)O)cc1 (centres undefined)
    1.1	1	-9	9	0.91	-1	3	-8	0
COC(=O)c1ccccc1OP(=O)(c1cccc([N+](=O)[O-])c1)c1cccc([N+](=O)[O-])c1
    0.93	-6	-6	6	0.94	0	14	7	3
Cc1c(C(=O)Nc2ccccc2)c2cc(O)ccc2n1Cc1ccccc1
    1.2	-5	7	6	0.94	-5	11	-24	6
Cn1c(O)c(/C=N/c2ccccn2)c(=O)n(C)c1=O
    1	-2	-7	0	1	-1	16	-1	2
CCOC(=O)Cn1cc(C(=O)c2ccccc2F)c2ccccc21
    1	-4	-6	-1	1	1	17	-1	-1
Cc1cccc2c1=NC(=O)/C(=C/c1c(O)[nH]c(=O)[nH]c1=O)C=2
    1.2	-1	-8	6	0.94	0	3	-24	1
COC(=O)C(O)(c1cn(C)c2ccccc12)C(F)(F)F (centres undefined)
    1	-6	1	-8	1.1	-1	4	-2	1
CCOC(=O)c1c(C)n(Cc2ccccc2)c2ccc(O)cc12
    0.99	2	-4	-3	1	1	-3	1	2
CCCNC(=O)N1[C@H]2CC[C@@H]1C(C(=O)OC)=C(c1ccc3ccccc3c1)C2
    0.98	-2	-1	-10	1.1	2	9	2	3

The line under a structure holds: hIAP activ	APOBEC3A inh	APOBEC3G inh	mIAP inh	mIAP act	beta cell repl	NALP3 yeast inh	hIAP inh	SENP1 FRET inh
CN1CCN(c2ccc(NC(=O)Oc3ccccc3)cc2)CC1
    1	-1	2	-3	1	-2	10	-1	2
CC[C@@H](CO)C1CC2NC3CC4(c5ccccc5N(C)[C@@H]24)C(O)C31 (some centres undefined)
    0.97	-1	1	13	0.87	-1	-1	3	0
Cc1c(Br)c(=O)oc2cc(OCC(=O)N3C[C@H]4C[C@@H](C3)c3cccc(=O)n3C4)ccc12
    0.94	1	-5	9	0.91	-2	-1	6	-4
COc1ccccc1C(=O)Nc1ccc2c(c1)CC1(C(=O)N(C)C(=O)N(C)C1=O)C1CCCN21 (centres undefined)
    1	-2	-6	2	0.98	-2	5	-5	-23
O=C(O)[C@H]1C[C@@H]1[C@H](NP(=O)(c1ccccc1)c1ccccc1)c1ccccc1
    1	3	-3	-6	1.1	0	12	-3	2
COc1ccc(CCNCc2ccncc2)cc1OC
    0.94	-3	-6	-2	1	-1	21	6	-1
COc1ccccc1N=Cc1c(O)n(C)c(=O)n(C)c1=O
    0.97	1	-1	-6	1.1	0	13	3	-1
Cc1cc(OCC(=O)OC(C)(C)C)c2c3c(c(=O)oc2c1)CCC3
    0.98	-1	-2	-4	1	4	-8	2	1
COC(=O)C1=C(c2cccc(OC)c2OC)C[C@@H]2CC[C@H]1N2C
    1.1	-3	-8	5	0.95	-1	5	-8	1
CCOC(=O)[C@@]12C(=O)C(=O)N[C@]1(c1ccccc1)C1OCCCC12 (some centres undefined)
    0.85	0	-4	2	0.98	0	8	15	1

The line under a structure holds: hIAP activ	APOBEC3A inh	APOBEC3G inh	mIAP inh	mIAP act	beta cell repl	NALP3 yeast inh	hIAP inh	SENP1 FRET inh
CN1CCN(Cc2cc(C(C)(C)C)c(O)c(C(C)(C)C)c2)CC1
    0.89	1	0	-5	1	0	0	11	2
Cc1cc(C)n2nc(SC(C)C(=O)N3CCC4(CC3)OCCO4)nc2n1 (centres undefined)
    1.1	2	-2	-6	1.1	-3	11	-6	2
COC(=O)C1=C(c2ccc(S(C)(=O)=O)cc2)C[C@@H]2CC[C@H]1N2C(=O)N1CCOCC1
    0.91	-2	-9	-11	1.1	4	3	9	1
N#Cc1cc2c(nc1SCC(=O)Nc1cc(Cl)ccc1Cl)C1CCN2CC1
    1.1	0	-5	-12	1.1	-7	19	-8	-23
C[C@]12CC[C@H](O)CC1=CCC1C2CC[C@@]2(C)C1CC[C@@H]2OCc1ccccc1 (some centres undefined)
    0.92	-1	-3	-10	1.1	-3	16	8	-1
CCC(C)n1c(O)c(/C=N/NC(=O)c2ccncc2)c(=O)[nH]c1=S (centres undefined)
    1.7	-3	-5	9	0.91	-4	3	-71	-25
Cc1cc(=O)oc2cc(OCC(=O)N3CCN(Cc4ccccc4)CC3)ccc12
    1.1	-4	-5	-3	1	3	12	-8	0
O=c1[nH]c(=S)n(-c2ccc(Cl)cc2)c(O)c1/C=N/N1CCOCC1
    1	-2	-5	1	0.99	-2	6	-3	-10
CN1CCN(Cc2nnc3n2-c2ccc(Cl)cc2C(c2ccccc2)=NC3)CC1
    1.1	-2	-3	-12	1.1	0	-11	-6	-1
CC1CN(C)C(C)(C)CC1(O)c1ccccc1 (centres undefined)
    0.97	1	-6	-7	1.1	-1	6	3	1

The line under a structure holds: hIAP activ	APOBEC3A inh	APOBEC3G inh	mIAP inh	mIAP act	beta cell repl	NALP3 yeast inh	hIAP inh	SENP1 FRET inh
CCOc1ccc(-n2c(O)c(N=Nc3ccc([N+](=O)[O-])cc3)c(=O)[nH]c2=O)cc1
    0.98	0	0	10	0.9	1	3	2	-25
Cc1ccc(/C=C2\C(=O)NC(=S)N(c3ccc(F)cc3)C2=O)s1
    0.99	6	12	33	0.67	-6	-7	1	-39
CC1(C)COC(Nc2ccc(Cl)cc2)=N1
    1.2	-4	5	-10	1.1	-3	5	-21	1
Cc1ccccc1NC(=O)COC(=O)c1cc(C)n(C2CC2)c1C
    1.1	1	-4	-6	1.1	4	33	-6	1
COC(=O)C1=C(c2cccc(C#N)c2)C[C@@H]2CC[C@H]1N2C(=O)NCc1cc(C)oc1C(F)(F)F
    1.1	-2	-10	-11	1.1	-2	6	-10	0
c1cnc2c(c1)ccc1ncccc12
    1.1	-2	-5	0	1	-1	1	-12	1
CC1(C)OC1COc1c2occc2cc2ccc(=O)oc12 (centres undefined)
    1.1	-1	-1	3	0.97	0	20	-13	-1
CC(=O)Nc1cc(C(=O)N2CCC3(CC2)OCCO3)ccc1S(=O)(=O)c1ccc(C)cc1
    0.97	4	-2	-1	1	2	-12	3	1
CN(C)C(=O)Oc1ccc(OCc2nc3ccccc3[nH]2)cc1
    0.98	0	-4	-1	1	-4	-3	2	0
O=C1NC(=O)N(c2ccc(Cl)cc2)C(=O)/C1=C\c1ccc(Sc2nc3ccccc3[nH]2)o1
    0.89	22	15	32	0.68	-5	-6	11	-18
